Screens (PubChem)
SV40 large T antigen: SV40 large T antigen inhibitors, biochemical (AID 1903); SV40 large T antigen ATPase/helicase inhibition assay; higher % means a stronger effect; inhibition, % at 20 µM; hits with a dose series show IC50 in µM; hit rate 0.39% among 310,000; in the data active = a potency from the dose series; inconclusive = inhibition mostly from about 32% at the one dose, without a potency; inactive = the rest, 99 in 100 with inhibition below about 32%; also: strong numbers were not always called active
RSV antiviral HEp-2: inhibition of RSV-induced cytopathic effect – HEp-2 cells, primary 10 µM value included (AID 2391). HEp-2 cells, RSV-induced CPE inhibition; higher % means a stronger effect. CPE inhibition, % at 10 µM, or IC50 in µM where a hit was titrated. hit rate 0.13% among 310,000; in the data active = a potency from the dose series; inconclusive = CPE inhibition mostly from about 23% at the one dose, without a potency; inactive = the rest, 99 in 100 with CPE inhibition below about 21%; also: strong numbers were not always called active
XIAP antagonists: XIAP antagonists, biochemical, IAP family, fluorescence polarization (AID 1018); XIAP BIR domain, fluorescence polarization peptide displacement; higher % means a stronger effect; displacement, % at 20 µM; hits with a dose series show IC50 in µM; hit rate 0.007% among 200,000; in the data active = displacement above about 50%; also: a part of the inactive calls stands beside numbers as strong as those of hits
Siah-1 displacement: Siah-1 peptide-binding antagonists, primary screen, biochemical, fluorescence polarization, rhodamine-plectin, uHTS (AID 1817); Siah-1 / rhodamine-plectin peptide fluorescence polarization; higher % means a stronger effect; hit rate 0.02% among 290,000; one-dose displacement, % at 20 µM; IC50 in µM for titrated hits;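 active = displacement of at least 50% at 20 µM, with a fluorescence ratio check between 0.3 and a set limit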;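 also: plate controls were Siah plus tracer with DMSO for no effect and tracer alone without Siah for full effect; strong numbers were not always called active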
AID2073: inhibitors of Mint1-CaV2.2 protein interaction, biochemical, HTRF (AID 2073); HTRF protein-protein interaction, Mint1-CaV2.2; higher % means a stronger effect; inhibition, % at 20 µM; hits with a dose series show IC50 in µM; hit rate 0.19% among 290,000; in the data active = inhibition mostly above about 51%, no sharp cut-off; inconclusive = no clear call, values can overlap the other calls; inactive = mostly below about 53%; also: some results filed as inactive read as strong as hits
Rac1 GTP hydrolysis: MgcRacGAP GTPase-activating activity inhibitors, confirmation, biochemical, ADP Hunter fluorescence; hit rate 0.6% among 340,000; MgcRacGAP-stimulated Rac1 GTP hydrolysis, ADP Hunter fluorescence; higher % means a stronger effect; GST-tagged Rac1 F28L mutant substrate; one-dose inhibition, % at 30 µM; IC50 in µM for titrated hits; AID 624330;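 active = first-screen hits whose inhibition reached a set limit at any dose in the follow-up dose series; inconclusive = inhibition above the set first-screen limit but never retested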;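 also: fluorescence reports GDP produced by GAP-driven GTP hydrolysis; strong numbers were not always called active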
Dengue-2 NS5 capping: Dengue-2 NS5 methyltransferase inhibitors, primary screen, biochemical, confirmation dose response (AID 588689) | hit rate 0.3% among 340,000 | Dengue-2 NS5 methyltransferase capping enzyme assay, biochemical; higher % means a stronger effect | one-dose inhibition, % at 25 µM; IC50 in µM for titrated hits; in the data active = a potency from the dose series; inconclusive = inhibition above about 29% without an active follow-up result
LYP phosphatase: PTPN22 lymphoid phosphatase activity blockers – biochemical, fluorescence intensity, uHTS (AID 1779) | hit rate 0.054% among 290,000 | inhibition, % at 11.5 µM, or IC50 in µM where a hit was titrated | recombinant LYP phosphatase, fluorescence intensity; higher % means a stronger effect; in the data active = inhibition above about 50%;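 also: plate controls were vehicle with enzyme for no effect and no enzyme for full effect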
HIV fusion peptide: inhibitors of HIV fusion peptide binding, primary screen, biochemical, uHTS, fluorescence dequenching (AID 1986). cell-free peptide binding, fluorescence dequenching, 30 min; higher % means a stronger effect. inhibition, % at 20 µM; hits with a dose series show IC50 in µM. hit rate 0.3% among 290,000; in the data active = inhibition mostly above about 52%, no sharp cut-off; inactive = mostly below about 76%; also: some results filed as inactive read as strong as hits
Dengue-2 NS5 capping pilot replicate: recorded beside Dengue-2 NS5 capping, whose call it bears; inhibition, %; measured here: pilot screen replicate inhibition
Starred values were filed as active, the others as inactive; u = inconclusive; x = no result given.

SMILES	SV40 large T antigen	RSV antiviral HEp-2	XIAP antagonists	Siah-1 displacement	AID2073	Rac1 GTP hydrolysis	Dengue-2 NS5 capping	LYP phosphatase	HIV fusion peptide	others
Cc1cc2c(N=NC(=O)CCc3ccccc3)c(O)[nH]c2cc1Br	-3%	5.5%	-6.5%	15%	2%	-11%	-8%	-4%	-4.1%
C=C(C)c1cccc(C(C)(C)NC(=O)Nc2ccc(OC)cc2)c1	1%	0.6%	-5.7%	1%	-1%	9%	-13%	-11%	2.3%
O=C(CSC1=N/C(=C/c2ccco2)C(=O)N1c1ccc(OC(F)F)cc1)NC1CCS(=O)(=O)C1 (stereo not drawn)	18%	2.9%	-14%	3%	52%	8%	-6%	1%	24%
COc1ccc(N=Cc2c(O)c3ccccc3n2C(C)=O)cc1	19%	4.7%	x	-9%	23%	0%	-39%	-4%	16%
Cc1ccc2c(c1)C1C=CCC1C(C(=O)O)N2 (stereo not drawn)	9.1µM*	2.0%	-1.8%	67%	39%	x	x	9%	62%*
Cc1ccc(Nc2nc(-c3cccs3)cs2)nc1	7%	17%	-5.9%	-3%	12%	0%	9%	-2%	-1.1%
CCOC(=O)C1CCN(C(=O)COC(=O)CN(C)S(=O)(=O)c2ccc(NC(C)=O)cc2)CC1	5%	0.8%	x	14%	-6%	7%	0%	-9%	1.4%
C/C=C/C(=O)N1CC2(CC(c3cccc(NC(=O)/C(C)=C/C)c3)=NO2)C[C@H]1C(N)=O (stereo partly drawn)	11%	-0.3%	x	1%	1%	2%	-10%	-3%	-0.4%
CC(C)Cn1c(SCC(=O)N2CCCc3ccccc32)nc2ccccc2c1=O	18%	u	x	15%	0%	x	x	2%	0.0%
O=C1C2CCCN2C(=O)N1CCCCN1CCN(c2cccc(Cl)c2)CC1 (stereo not drawn)	17%	1.6%	-3.1%	3%	-4%	6%	3%	-9%	2.6%
Cc1nnc(SCC(=O)N(C(C)C)C(C)C)nc1C	-2%	-0.7%	-1.4%	0%	38%	11%	5%	-4%	-1.4%
O=C(COc1cc(Cl)ccc1Cl)Nc1nnc(CC(=O)N2CCOCC2)s1	10%	0.9%	-0.6%	7%	-3%	7%	1%	-3%	-1.4%
C=CCNC(=O)/C(C#N)=C/c1ccc(OS(=O)(=O)c2ccc(C)cc2)c(OC)c1	7%	1.8%	2.7%	9%	5%	18%	-33%	5%	2.7%
O=S(=O)(c1ccccc1)N1CCN(c2cc(-c3ccccc3)nc3ncnn23)CC1	3%	1.3%	-3.8%	-1%	6%	1%	2%	0%	-0.3%
CN(C)S(=O)(=O)c1cccc(C(=O)OCC(=O)N2c3ccccc3NC(=O)C2(C)C)c1	6%	0.4%	0.7%	4%	-3%	4%	1%	-4%	1.2%
CN(CC(=O)Nc1ccc(F)cc1[N+](=O)[O-])Cc1ccccc1	16%	4.8%	-3.6%	1%	-10%	8%	-2%	-8%	-1.3%
Cc1ccc(CSCc2ccc(C(=O)O)o2)cc1	10%	2.4%	x	0%	5%	11%	-5%	-6%	2.9%
Oc1ccc2ccccc2c1/C=N/c1nccs1	7%	5.6%	-6.7%	-2%	u	8%	-2%	1%	0.2%
Cc1occc1-c1nnc(SCC(=O)N2CC(=O)Nc3ccccc32)n1CC(C)C	22%	1.9%	-0.3%	0%	-13%	7%	-9%	1%	-1.4%
COc1ccc(C2CC(c3ccccc3)=NN2c2ccc(N)cc2)cc1 (stereo not drawn)	3%	12%	-9.8%	2%	u	5%	-13%	-2%	2.1%
COc1ccc(CCNC(=O)CCC(=O)N2CC(C)Oc3ccccc32)cc1OC (stereo not drawn)	1%	0.8%	x	-5%	8%	14%	5%	-7%	0.1%
CCSC1=C(C#N)C(c2ccccc2Cl)CC(=O)N1 (stereo not drawn)	12%	3.5%	-1.9%	3%	8%	7%	-9%	2%	-2.4%
CCNc1nc(NCC)n2c(SCC(=O)Nc3ccc(C(F)(F)F)cc3[N+](=O)[O-])nnc2n1	-3%	4.0%	-4.3%	-5%	-4%	5%	-4%	2%	0.4%
CN(C)S(=O)(=O)c1ccc(C(=O)Nc2nc3ccccc3[nH]2)cc1	13%	1.1%	-2.8%	-6%	29%	5%	-8%	-8%	-2.1%

For convenience, 4 of the compounds above:
SMILES	SV40 large T antigen	RSV antiviral HEp-2	XIAP antagonists	Siah-1 displacement	AID2073	Rac1 GTP hydrolysis	Dengue-2 NS5 capping	LYP phosphatase	HIV fusion peptide	others
COc1ccc(CCNC(=O)CCC(=O)N2CC(C)Oc3ccccc32)cc1OC (stereo not drawn)	1%	0.8%	x	-5%	8%	14%	5%	-7%	0.1%
CCSC1=C(C#N)C(c2ccccc2Cl)CC(=O)N1 (stereo not drawn)	12%	3.5%	-1.9%	3%	8%	7%	-9%	2%	-2.4%
CCNc1nc(NCC)n2c(SCC(=O)Nc3ccc(C(F)(F)F)cc3[N+](=O)[O-])nnc2n1	-3%	4.0%	-4.3%	-5%	-4%	5%	-4%	2%	0.4%
CN(C)S(=O)(=O)c1ccc(C(=O)Nc2nc3ccccc3[nH]2)cc1	13%	1.1%	-2.8%	-6%	29%	5%	-8%	-8%	-2.1%

The list goes on.
SMILES	SV40 large T antigen	RSV antiviral HEp-2	XIAP antagonists	Siah-1 displacement	AID2073	Rac1 GTP hydrolysis	Dengue-2 NS5 capping	LYP phosphatase	HIV fusion peptide	others
O=C(NNC(=O)c1cccs1)c1ccc([N+](=O)[O-])cc1	10%	-0.1%	-13%	-4%	-3%	x	x	-7%	-1.9%
COc1ccc(C(=O)c2nc3c(n2O)CCCCC3)cc1	0%	0.8%	-8.5%	1%	-7%	4%	-9%	1%	-1.2%
O=C(O)C1C2CCC(C2)C1C(=O)Nc1ccc(Cl)c(Cl)c1 (stereo not drawn)	6%	0.2%	x	x	x	11%	-5%	x	x
COc1cc(OC)c(C2Oc3nc(SC)nnc3-c3ccccc3N2C(C)=O)cc1OC (stereo not drawn)	2%	0.6%	-2.0%	-2%	-4%	5%	0%	-7%	-2.3%
COc1cccc(C2=NOC(C(=O)Nc3ccc(OC)c(OC)c3)C2)c1 (stereo not drawn)	7%	-0.2%	-16%	-1%	-10%	1%	2%	-5%	-3.1%
CCCNc1nc2c(c(=O)n(C)c(=O)n2C)n1Cc1cccc(C)c1	8%	-0.5%	-6.1%	-3%	1%	8%	-3%	2%	2.8%
Cc1nc2scc(-c3ccccc3)c2c(=O)n1N=C1C=CC(=O)C=C1	13%	x	-4.7%	7%	48%	x	x	6%	7.1%
Cc1cc(NS(=O)(=O)c2ccc(NC(=S)NC(=O)c3ccc(Br)cc3)cc2)no1	13%	2.9%	-16%	-1%	-6%	6%	5%	3%	8.8%
O=C(CSc1ncnc2sccc12)Nc1ccccc1	3%	2.6%	-4.0%	6%	3%	6%	-3%	-7%	1.9%
Cn1nc(CC(=O)N2CCN(c3ccccc3)CC2)c2ccccc2c1=O	5%	1.1%	-8.9%	-3%	-2%	8%	-3%	-4%	-1.4%
CN(C)S(=O)(=O)c1cccc(C(=O)N2CCc3ccccc32)c1	4%	2.0%	-1.5%	0%	6%	9%	0%	-4%	0.1%
COc1cccc(OC)c1C(=O)N1CCNCC1	9%	0.7%	x	9%	2%	-8%	-3%	-6%	0.8%	Dengue-2 NS5 capping pilot replicate=2.1
Cc1c(C(=O)N(C)C)c2ccc(Cl)cc2n1O	33%	0.2%	-0.5%	-6%	-1%	11%	1%	-4%	-1.2%
CN(C)S(=O)(=O)c1ccc(Cl)c(NC(=O)CSc2nnnn2-c2ccc(O)cc2)c1	1%	x	-5.2%	-1%	-2%	0%	-6%	0%	-1.4%
Cc1cc2ncn(-c3ncnc4sc5c(c34)CCCC5)c2cc1C	13%	5.1%	-6.3%	-6%	-3%	x	x	-7%	-1.8%
O=C(NCc1ccccc1Cl)C1CCN(S(=O)(=O)c2cccs2)CC1	6%	2.2%	x	1%	8%	4%	-7%	-10%	0.0%
Cc1ccc(N(C(=O)CCC(=O)Nc2nccs2)C(C(=O)NC(C)(C)C)c2ccc(O)cc2)cc1 (stereo not drawn)	3%	7.1%	-14%	3%	-6%	5%	-15%	4%	-0.1%
NS(=O)(=O)c1ccc(CCNC(=O)C2COc3ccccc3O2)cc1 (stereo not drawn)	8%	-0.1%	x	0%	9%	-7%	-4%	-9%	-0.7%
Cn1c(NC(=O)c2ccc(C(C)(C)C)cc2)cc(=O)n(C)c1=O	-1%	2.4%	-5.1%	3%	4%	-5%	3%	-5%	2.9%
CS(=O)(=O)N(CC(=O)N/N=C/c1ccccc1C(=O)O)c1cccc(Cl)c1Cl	8%	2.0%	x	6%	-7%	2%	-3%	-8%	1.0%
S=C(Nc1ccccc1Cl)NC1CCN(Cc2ccccc2)CC1	18%	1.6%	-5.9%	1%	-15%	6%	2%	-5%	-0.5%
CCN(CC)c1ccc(C(NC(C)=O)NC(C)=O)cc1	6%	1.9%	-1.6%	1%	-2%	7%	1%	-9%	-1.0%
COc1ccc([N+](=O)[O-])cc1NCc1cccc([N+](=O)[O-])c1	4%	13%	-6.6%	-5%	7%	12%	-8%	-5%	-1.3%
N#Cc1c(-c2ccco2)ccn(Cc2ccc(F)cc2)c1=O	6%	2.7%	-3.2%	8%	3%	6%	-8%	4%	0.4%
O=C(CSc1nnnn1-c1ccccc1)NCc1cccs1	3%	1.9%	-2.5%	4%	-4%	-2%	-2%	-7%	0.4%
CCNC(=O)COc1ccc(OCc2ccccc2)cc1	4%	-0.2%	-1.7%	5%	0%	-8%	1%	-10%	2.0%
CCN(CC)C(=O)c1ccc(-c2nnc(Nc3cccc(O)c3)c3ccccc23)cc1	27%	4.2%	x	1%	13%	24%	-1%	-4%	-2.5%	Dengue-2 NS5 capping pilot replicate=3.3
CCCN(CCC)CCCNC(=O)c1cc2c(=O)[nH]c3ccccc3c2n1C	7%	-1.0%	-6.2%	2%	18%	10%	-10%	-2%	-1.5%
O=C(/C=C/c1c(F)cccc1Cl)NCCCN1CCOCC1	10%	-0.4%	x	-3%	0%	5%	-10%	-8%	0.0%
COC(=O)c1sc(N)c(C(=O)OC)c1CSc1nnnn1C	-1%	2.2%	-1.3%	1%	2%	4%	-3%	-8%	2.3%
O=[N+]([O-])c1cc2c(cc1/C=N/Nc1nc(N3CCCC3)nc(N3CCCC3)n1)OCO2	10%	u	1.7%	-12%	5%	15%	15%	-5%	20%
Nc1cccnc1Sc1cc(Cl)c(Cl)cc1Cl	9%	1.2%	-4.4%	-7%	-16%	1%	3%	-10%	0.4%
COc1ccccc1C1c2ccc3ccccc3c2Oc2ncn(CCCO)c(=N)c21 (stereo not drawn)	4%	9.8%	x	-2%	10%	10%	-7%	-8%	0.7%
Cn1cccc1C(C#N)c1ccccc1C#N (stereo not drawn)	9%	1.9%	-0.2%	18%	2%	6%	-2%	-4%	-2.1%
CC1(C)CC(=O)C(Sc2nnc(-c3ccc(NS(C)(=O)=O)cc3)n2Cc2ccco2)C(=O)C1	1%	1.1%	-3.9%	1%	-8%	10%	0%	-5%	0.4%
CCCN1CCC(NC(=O)CCc2nnc(-c3ccccc3)o2)CC1	1%	1.9%	-6.7%	6%	-9%	9%	-5%	-6%	1.9%
